SRC3 inh: inhibitors of human steroid receptor coactivator 3 (SRC3); Q9Y6Q9; HEK293 GAL4-SRC3 luciferase reporter, luminescence; inhibition, % at 3.6 µM; 0.17% of 360,000 active; AID 588352;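 active = inhibition above a per-campaign cutoff, the mean of all compounds plus 3 SD, cut at about 60% in these data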;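 also: 0% = DMSO-treated cells and 100% = gossypol-treated cells at 36 µM; higher means less SRC3-driven luciferase light from the GAL4 reporter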
Vif imaging: inhibitors of HIV Vif; 0.35% of 340,000 active; HEK293T cells, Vif self-association by quenched fluorescence, imaging, 24 h; inhibition, % at 7.49 µM; AID 602346; in the data active = inhibition above about 50%, passing the limit was not always enough; also: some results filed as inactive read as strong as hits
TLR9-MyD88 inh: blocks human TLR9 binding to MyD88. Q9NR96+Q99836. CHO BLA complementation TLR9-MyD88, CCF4 FRET ratio. inhibition, % at 4.98 µM. 0.21% of 340,000 active;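 active = inhibition above the mean over all tested compounds plus 3 SD, cut at about 21% in these data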;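 also: 0% = DMSO only wells and 100% = clavulanate BLA inhibitor control wells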
Target sequence (Q99836 whole entry, looked up): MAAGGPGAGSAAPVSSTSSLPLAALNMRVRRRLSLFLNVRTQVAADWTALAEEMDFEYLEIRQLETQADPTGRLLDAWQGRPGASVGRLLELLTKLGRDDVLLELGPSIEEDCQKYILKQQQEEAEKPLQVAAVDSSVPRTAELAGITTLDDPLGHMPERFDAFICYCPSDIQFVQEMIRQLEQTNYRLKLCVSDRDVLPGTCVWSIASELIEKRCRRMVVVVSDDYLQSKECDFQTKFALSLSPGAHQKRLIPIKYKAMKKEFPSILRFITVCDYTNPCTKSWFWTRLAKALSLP
Target sequence (Q9NR96 whole entry, looked up): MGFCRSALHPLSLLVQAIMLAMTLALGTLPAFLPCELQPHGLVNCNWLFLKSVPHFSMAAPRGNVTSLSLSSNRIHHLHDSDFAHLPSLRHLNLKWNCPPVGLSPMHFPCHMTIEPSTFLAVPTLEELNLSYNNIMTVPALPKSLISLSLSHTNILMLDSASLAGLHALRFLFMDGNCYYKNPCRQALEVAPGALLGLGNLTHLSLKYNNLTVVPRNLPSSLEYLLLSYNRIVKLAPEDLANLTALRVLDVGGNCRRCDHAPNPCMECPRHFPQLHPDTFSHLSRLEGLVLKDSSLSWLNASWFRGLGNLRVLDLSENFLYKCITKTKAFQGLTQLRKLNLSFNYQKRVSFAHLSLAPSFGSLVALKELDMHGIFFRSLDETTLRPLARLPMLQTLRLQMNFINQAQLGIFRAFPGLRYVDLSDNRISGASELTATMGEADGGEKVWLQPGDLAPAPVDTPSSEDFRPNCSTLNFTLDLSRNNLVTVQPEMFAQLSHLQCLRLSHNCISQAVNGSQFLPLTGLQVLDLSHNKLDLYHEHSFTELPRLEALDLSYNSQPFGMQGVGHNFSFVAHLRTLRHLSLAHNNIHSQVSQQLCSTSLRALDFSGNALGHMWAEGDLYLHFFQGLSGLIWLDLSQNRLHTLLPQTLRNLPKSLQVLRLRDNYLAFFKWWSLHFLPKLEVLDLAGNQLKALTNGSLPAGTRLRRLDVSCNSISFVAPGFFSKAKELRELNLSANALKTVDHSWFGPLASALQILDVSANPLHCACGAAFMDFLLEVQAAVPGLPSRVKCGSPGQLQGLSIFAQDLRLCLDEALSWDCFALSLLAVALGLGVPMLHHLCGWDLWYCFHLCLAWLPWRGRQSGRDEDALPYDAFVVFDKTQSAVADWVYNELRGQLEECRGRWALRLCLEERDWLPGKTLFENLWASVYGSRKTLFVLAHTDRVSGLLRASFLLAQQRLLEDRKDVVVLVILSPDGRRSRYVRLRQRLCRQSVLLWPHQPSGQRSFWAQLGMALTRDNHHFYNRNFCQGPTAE
NR5A2 inv ag: suppresses constitutive activity of human LRH-1. HEK293T StAR-luciferase reporter, LRH-1 transfected, 24 h. inhibition, % at 3.6 µM. 0.13% of 360,000 active;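 active = inhibition above the mean inhibition of all tested compounds plus 3 SD, cut at about 73% in these data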;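 also: 0% = DMSO wells and 100% = reporter-only cells lacking LRH-1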
NR2F2 inh: blocks human COUP-TFII nuclear receptor; P24468; HEK293T NGFI-A luciferase reporter, luminescence; 0.7% of 370,000 active; inhibition, % at 8.6 µM;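 active = inhibition above a per-plate cutoff, mean inhibition of test wells between control levels plus 3 SD, cut at about 38% in these data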;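 also: cells cotransfected with COUP-TFII expression vector driving the NGFI-A reporter; 0% = median of COUP-TF2 test wells and 100% = reporter-only cells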
EBV LMP1 NFkB: Epstein-Barr LMP1 NF-kappaB reporter inhibition. LMP1-induced NF-kappaB luciferase reporter cells, luminescence. inhibition, % at 12.5 µM. 0.69% of 350,000 active; in the data active = inhibition above about 41%;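 also: 0% = neutral control wells and 100% = reference inhibitor control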
NCOA2 inhibitor: human SRC2 (NCOA2) inhibition; AID 651957; HEK293 GAL4-SRC2 luciferase reporter, luminescence; inhibition, % at 9 µM; 0.17% of 370,000 active; Q15596;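 active = inhibition above the mean inhibition of all tested compounds plus 3 SD, set per campaign, cut at about 52% in these data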;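 also: 0% = DMSO treated cells and 100% = cells given Gossypol at 36 µM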
NOD2-RIPK2 inh: NOD2-RIPK2 protein interaction inhibition; inhibition, % at 4.98 µM; CHO BLA complementation NOD2-RIPK2, CCF4 ratio; O43353; 0.38% of 360,000 active; in the data active = inhibition above about 21%;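 also: 0% = vehicle only and 100% = reference blocker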
C8 TRAIL sens: caspase-8 TRAIL sensitization; inhibition (viability loss, TRAIL sensitization), % at 10 µM; AID 624354; 1% of 360,000 active; NB7+C8 cells + TRAIL, ATPlite viability luminescence;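 active = compounds causing at least 50% loss of cell viability in the single-dose screen, relative to plate controls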
TROY NFkB inh: blocks TROY-dependent signaling in reporter cells; inhibition, % at 10 µM; Q293 LMP1-TROYcd NF-kB luciferase reporter, 4 h; 0.98% of 360,000 active;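 active = compounds whose plate-normalised and pattern-corrected inhibition of the luciferase reporter signal at the single screening dose is 50% or more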
NCOA1 inh: human NCOA1 inhibition; 0.12% of 360,000 active; inhibition, % at 3.6 µM; Q15788; HEK293 GAL4-SRC1 luciferase reporter, luminescence; AID 588354;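 active = inhibition above the campaign mean plus 3 SD, with each screening campaign given its own cutoff, cut at about 60% in these data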;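 also: 0% = DMSO treated cells and 100% = gossypol at 36 µM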
* hit, by the source's call. The list is partial (hit frequency here may not be typical).

Results for Cc1ccccc1NC(=S)N1CCOCC1 ?
SRC3 inh: 3; Vif imaging: -4; TLR9-MyD88 inh: 2; NR5A2 inv ag: -4; NR2F2 inh: 6; EBV LMP1 NFkB: -1; NCOA2 inhibitor: -48; NOD2-RIPK2 inh: 5; C8 TRAIL sens: 5; TROY NFkB inh: -10; NCOA1 inh: -7

Results for CC(=O)c1c(O)cc(=O)n(-c2ccccc2)c1-c1cccc2ccccc12 ?
SRC3 inh: -5; Vif imaging: 3; TLR9-MyD88 inh: -10; NR5A2 inv ag: -8; NR2F2 inh: 0; EBV LMP1 NFkB: 0; NCOA2 inhibitor: -20; NOD2-RIPK2 inh: -4; C8 TRAIL sens: -14; TROY NFkB inh: 0; NCOA1 inh: -23

What do the screens show for `CC(=O)Nc1c2c(nn1-c1ccccc1)CSC2`?
SRC3 inh: -2; Vif imaging: 0; TLR9-MyD88 inh: -4; NR5A2 inv ag: 9; NR2F2 inh: -2; EBV LMP1 NFkB: 2; NCOA2 inhibitor: -13; NOD2-RIPK2 inh: 4; C8 TRAIL sens: -17; TROY NFkB inh: -5; NCOA1 inh: -7

What do the screens show for `C=CCNC(=O)C1CCN(c2cnccn2)CC1`?
SRC3 inh: 8; Vif imaging: -2; TLR9-MyD88 inh: -13; NR5A2 inv ag: 0; NR2F2 inh: 9; EBV LMP1 NFkB: -6; NCOA2 inhibitor: -38; NOD2-RIPK2 inh: 8; C8 TRAIL sens: -8; TROY NFkB inh: 5; NCOA1 inh: 5

What do the screens show for `COc1ccc(C)cc1NC(=O)CN1CCCN(S(=O)(=O)c2ccc(Br)cc2)CC1`?
SRC3 inh: 4; Vif imaging: 4; TLR9-MyD88 inh: -4; NR5A2 inv ag: -3; NR2F2 inh: 5; EBV LMP1 NFkB: 5; NCOA2 inhibitor: 5; NOD2-RIPK2 inh: 1; C8 TRAIL sens: -54; TROY NFkB inh: 15; NCOA1 inh: -4

How did Clc1cccc(C[n+]2cc(-c3ccccc3)n3c2CCC3)c1 do in these assays?
SRC3 inh: -5; Vif imaging: -2; TLR9-MyD88 inh: -3; NR5A2 inv ag: -5; NR2F2 inh: -2; EBV LMP1 NFkB: 2; NCOA2 inhibitor: -8; NOD2-RIPK2 inh: -9; C8 TRAIL sens: 26; TROY NFkB inh: 0; NCOA1 inh: 15

What do the screens show for `Fc1cccc(Cc2noc(CN3CCSCC3)n2)c1`?
SRC3 inh: 7; Vif imaging: -1; TLR9-MyD88 inh: 5; NR5A2 inv ag: -2; NR2F2 inh: 11; EBV LMP1 NFkB: 1; NCOA2 inhibitor: 0; NOD2-RIPK2 inh: -2; C8 TRAIL sens: -4; TROY NFkB inh: -9; NCOA1 inh: -4

Results for O=C(CCn1c(=O)c2ccccc2n(CC(=O)NC2CCCC2)c1=O)NCCc1ccc(Cl)cc1 ?
SRC3 inh: -27; Vif imaging: 0; TLR9-MyD88 inh: 11; NR5A2 inv ag: 5; NR2F2 inh: -4; EBV LMP1 NFkB: -2; NCOA2 inhibitor: -13; NOD2-RIPK2 inh: 3; C8 TRAIL sens: -6; TROY NFkB inh: 1; NCOA1 inh: -14

Results for Cc1ccc(NC(=O)Cn2cncc2-c2ccc([N+](=O)[O-])cc2)cc1C ?
SRC3 inh: 16; Vif imaging: 3; TLR9-MyD88 inh: 10; NR5A2 inv ag: -6; NR2F2 inh: -9; EBV LMP1 NFkB: -10; NCOA2 inhibitor: 12; NOD2-RIPK2 inh: 15; C8 TRAIL sens: -23; TROY NFkB inh: -4; NCOA1 inh: 6

What do the screens show for `CN(C)S(=O)(=O)c1cccc(NC(=O)CNC2CCCCC2)c1`?
SRC3 inh: 0; Vif imaging: 0; TLR9-MyD88 inh: -2; NR5A2 inv ag: -5; NR2F2 inh: 2; EBV LMP1 NFkB: 2; NCOA2 inhibitor: 22; NOD2-RIPK2 inh: -18; C8 TRAIL sens: -7; TROY NFkB inh: 9; NCOA1 inh: -32

Results for COC(=O)c1sccc1NC(=O)c1ccncc1 ?
SRC3 inh: -6; Vif imaging: 7; TLR9-MyD88 inh: 6; NR5A2 inv ag: -20; NR2F2 inh: -6; EBV LMP1 NFkB: 6; NCOA2 inhibitor: -15; NOD2-RIPK2 inh: -5; C8 TRAIL sens: -16; TROY NFkB inh: -8; NCOA1 inh: -24

How did Cc1ccc(C(=O)CSc2nnc3c4ccccc4nc(Cc4ccccc4)n23)cc1 do in these assays?
SRC3 inh: 14; Vif imaging: -1; TLR9-MyD88 inh: -10; NR5A2 inv ag: 14; NR2F2 inh: 2; EBV LMP1 NFkB: 9; NCOA2 inhibitor: -2; NOD2-RIPK2 inh: 1; C8 TRAIL sens: -10; TROY NFkB inh: 65*; NCOA1 inh: 9

What do the screens show for `CN(/N=C/c1ccc(N(C)C)cc1)C1=NS(=O)(=O)c2ccccc21`?
SRC3 inh: -2; Vif imaging: 128*; TLR9-MyD88 inh: -5; NR5A2 inv ag: -5; NR2F2 inh: 6; EBV LMP1 NFkB: -27; NCOA2 inhibitor: -9; NOD2-RIPK2 inh: 3; C8 TRAIL sens: 26; TROY NFkB inh: -5; NCOA1 inh: 6

Results for Cc1cc(S(=O)(=O)N2CCN(c3ccccc3F)CC2)ccc1-n1cnnn1 ?
SRC3 inh: 10; Vif imaging: 6; TLR9-MyD88 inh: -5; NR5A2 inv ag: 7; NR2F2 inh: 21; EBV LMP1 NFkB: 6; NCOA2 inhibitor: 0; NOD2-RIPK2 inh: 1; C8 TRAIL sens: 29; TROY NFkB inh: 24; NCOA1 inh: 14

How did COc1cc(NC(=O)COc2ccc(Br)cc2)ccc1NC(=O)C(C)C do in these assays?
SRC3 inh: 20; Vif imaging: 0; TLR9-MyD88 inh: -3; NR5A2 inv ag: -6; NR2F2 inh: -17; EBV LMP1 NFkB: -1; NCOA2 inhibitor: 6; NOD2-RIPK2 inh: -2; C8 TRAIL sens: 0; TROY NFkB inh: 3; NCOA1 inh: -10

How did Cc1cc2c(cc1C)C(c1ccccc1Br)CC(=O)N2 (stereo not drawn) do in these assays?
SRC3 inh: 13; Vif imaging: -6; TLR9-MyD88 inh: 7; NR5A2 inv ag: 3; NR2F2 inh: -7; EBV LMP1 NFkB: 5; NCOA2 inhibitor: -16; NOD2-RIPK2 inh: -1; C8 TRAIL sens: -8; TROY NFkB inh: -2; NCOA1 inh: 3

How did CCCc1nnc(SCC(=O)N2CCOCC2)n1CCCOC do in these assays?
SRC3 inh: -8; Vif imaging: 10; TLR9-MyD88 inh: 1; NR5A2 inv ag: 4; NR2F2 inh: 2; EBV LMP1 NFkB: -3; NCOA2 inhibitor: -6; NOD2-RIPK2 inh: -6; C8 TRAIL sens: -12; TROY NFkB inh: -5; NCOA1 inh: -6

How did O=C(NC1CCN(Cc2ccc(F)cc2)CC1)c1ccccc1 do in these assays?
SRC3 inh: 14; Vif imaging: -10; TLR9-MyD88 inh: -1; NR5A2 inv ag: 11; NR2F2 inh: 20; EBV LMP1 NFkB: -5; NCOA2 inhibitor: 1; NOD2-RIPK2 inh: -12; C8 TRAIL sens: 5; TROY NFkB inh: 9; NCOA1 inh: -1

Results for CCOCCCNC(=S)Nc1ccc2nc(N3CCOCC3)cc(C)c2c1 ?
SRC3 inh: -3; Vif imaging: -8; TLR9-MyD88 inh: 4; NR5A2 inv ag: -9; NR2F2 inh: -25; EBV LMP1 NFkB: -1; NCOA2 inhibitor: -16; NOD2-RIPK2 inh: 7; C8 TRAIL sens: -3; TROY NFkB inh: -22; NCOA1 inh: 4

Results for COc1ccccc1NC(=O)C1CCCN(S(=O)(=O)c2ccc3[nH]c(=O)ccc3c2)C1 (stereo not drawn) ?
SRC3 inh: -3; Vif imaging: 0; TLR9-MyD88 inh: -6; NR5A2 inv ag: -9; NR2F2 inh: 9; EBV LMP1 NFkB: 2; NCOA2 inhibitor: 3; NOD2-RIPK2 inh: 3; C8 TRAIL sens: 5; TROY NFkB inh: -8; NCOA1 inh: -17

What do the screens show for `Cc1cccc(C(=O)NCCc2nnc(SCC(=O)Nc3cccc(C(=O)O)c3)n2C)c1`?
SRC3 inh: -6; TLR9-MyD88 inh: -4; NR5A2 inv ag: 12; NR2F2 inh: -40; NCOA2 inhibitor: -12; NOD2-RIPK2 inh: 12; C8 TRAIL sens: 17; TROY NFkB inh: 1; NCOA1 inh: -11

How did CCCS(=O)(=O)NC(=O)C1(C)CCCN(C(=O)c2ccccc2OC(F)(F)F)C1 (stereo not drawn) do in these assays?
SRC3 inh: 11; NR5A2 inv ag: 6; NOD2-RIPK2 inh: -19; C8 TRAIL sens: -2; TROY NFkB inh: -5; NCOA1 inh: -6

How did O=C(COc1ccccc1)NCCc1cn2ccsc2n1 do in these assays?
SRC3 inh: 11; TLR9-MyD88 inh: -4; NR5A2 inv ag: -47; NR2F2 inh: -15; EBV LMP1 NFkB: -4; NCOA2 inhibitor: -2; NOD2-RIPK2 inh: 1; C8 TRAIL sens: 1; TROY NFkB inh: 3; NCOA1 inh: -2

What do the screens show for `Cc1cc(C)c2cc(C#N)c(NCCCNC(=O)c3cccnc3)nc2c1`?
SRC3 inh: 10; Vif imaging: -6; TLR9-MyD88 inh: -10; NR5A2 inv ag: 2; NR2F2 inh: 6; EBV LMP1 NFkB: 2; NCOA2 inhibitor: 6; NOD2-RIPK2 inh: -17; C8 TRAIL sens: 3; TROY NFkB inh: 4; NCOA1 inh: 4

Results for Fc1ccccc1Cn1nnc(-c2ccc3c(c2)OCO3)n1 ?
SRC3 inh: -101; Vif imaging: 4; TLR9-MyD88 inh: 0; NR5A2 inv ag: -187; NR2F2 inh: -44; EBV LMP1 NFkB: -36; NCOA2 inhibitor: -35; NOD2-RIPK2 inh: -5; C8 TRAIL sens: 29; TROY NFkB inh: 53*; NCOA1 inh: -103

Results for CCOC(=O)C1=C(C)N=c2s/c(=C\c3cccc(OCC(=O)O)c3)c(=O)n2C1c1ccccc1OC (stereo not drawn) ?
SRC3 inh: -14; Vif imaging: -3; TLR9-MyD88 inh: -1; NR5A2 inv ag: -6; NR2F2 inh: 16; EBV LMP1 NFkB: 1; NCOA2 inhibitor: 8; NOD2-RIPK2 inh: 1; C8 TRAIL sens: 4; TROY NFkB inh: -7; NCOA1 inh: -4

What do the screens show for `O=C1OC(/C=C/c2ccccc2)=NC/1=C/c1ccco1`?
SRC3 inh: 20; Vif imaging: 10; TLR9-MyD88 inh: -3; NR5A2 inv ag: -7; NR2F2 inh: 8; EBV LMP1 NFkB: -2; NCOA2 inhibitor: -18; NOD2-RIPK2 inh: -1; C8 TRAIL sens: 16; TROY NFkB inh: 1; NCOA1 inh: -19

What do the screens show for `COc1ccc2c(c1OC)CN1CCc3cc4c(cc3[C@@H]1[C@@H]2O)OCO4`?
SRC3 inh: -38; Vif imaging: 6; TLR9-MyD88 inh: -4; NR5A2 inv ag: -17; EBV LMP1 NFkB: -2; NOD2-RIPK2 inh: -6; C8 TRAIL sens: 1; TROY NFkB inh: 0; NCOA1 inh: -14

What do the screens show for `Cc1ccccc1NC(=S)N/N=C1\CC(C)(C)Oc2ccc(O)cc21`?
SRC3 inh: 8; Vif imaging: 0; TLR9-MyD88 inh: -1; NR5A2 inv ag: 5; NR2F2 inh: 12; EBV LMP1 NFkB: 1; NCOA2 inhibitor: 3; NOD2-RIPK2 inh: -9; C8 TRAIL sens: 1; TROY NFkB inh: -2; NCOA1 inh: 14
